Bioassay records (PubChem)
Giardia killer = Giardia lamblia killing | Giardia lamblia trophozoite viability | activity change, % at 7.66 µM, hits read low | hit rate 0.15% among 340,000; in the data active = activity change below about -80%; inconclusive = between about -30% and that limit;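 note: parasites exposed to compound for two days anaerobically before the ATP read; % is set by controls: 0 for no effect and ±100 for the full control effect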
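Luminescent ATP signal served as the viability read-out, measured 15-30 min after adding ATP detection reagent to trophozoites that had been incubated with compounds for 48 hrs at 37 deg C anaerobically at 100 cells/well.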
FLuc counter = counter-screen for miR-21 project: firefly luciferase inhibitors or activators; purified FLuc, Km substrates, luminescence inhibition; Potency, µM (doses to about 57.5 µM), without a hit: top-dose activity change, negative = inhibition, actives largely listed as inhibitors; hit rate 6.9% among 360,000;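 note: potency is the fitted concentration of half-maximal effect; plate controls were vehicle for no effect and reference inhibitor for full effect; nearly all actives have a fitted effect of over 55% in size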
Target sequence (P08659 whole entry, looked up): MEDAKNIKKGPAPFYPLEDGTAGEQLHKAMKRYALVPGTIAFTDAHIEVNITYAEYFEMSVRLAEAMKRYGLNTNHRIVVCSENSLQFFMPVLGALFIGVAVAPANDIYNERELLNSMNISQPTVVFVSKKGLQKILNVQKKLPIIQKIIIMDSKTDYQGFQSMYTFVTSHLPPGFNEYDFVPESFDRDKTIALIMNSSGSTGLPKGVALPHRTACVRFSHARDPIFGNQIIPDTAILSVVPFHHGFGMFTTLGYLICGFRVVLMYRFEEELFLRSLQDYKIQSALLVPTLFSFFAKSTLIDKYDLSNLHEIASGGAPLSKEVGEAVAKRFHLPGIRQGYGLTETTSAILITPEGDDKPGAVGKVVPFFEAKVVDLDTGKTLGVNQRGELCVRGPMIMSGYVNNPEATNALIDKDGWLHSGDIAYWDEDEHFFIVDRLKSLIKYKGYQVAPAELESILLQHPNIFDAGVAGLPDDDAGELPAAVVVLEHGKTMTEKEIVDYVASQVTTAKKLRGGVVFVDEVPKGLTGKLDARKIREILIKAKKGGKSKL
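Biochemical qHTS of compounds, final roughly 60 µM downward over six points, against 10 nM purified firefly luciferase using Km concentrations of substrates (10 uM D-luciferin, 10 uM ATP) in Tris acetate pH 7.5 buffer; luminescence output.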
ELG1 genotox = genotoxicity induction in ELG1-luciferase HEK293T cells | Potency, µM (titrated, usually from 46 µM), inactives show at the highest dose activity change, positive = activation, hits mostly activators | hit rate 1.3% among 330,000 | HEK293T ELG1-luciferase reporter, luminescence, 16 h; note: potency is the fitted concentration of half-maximal effect; % of control where 0% means no effect; nearly all actives have a fitted effect of over 60% in size
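DMSO vehicle served as control against compound-treated ELG1-luciferase HEK293T cells; exposure lasted 16 hr at 37 °C and 5% CO2, followed by ONE-Glo luminescence detection after 30 min.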
KCNH2 3.1 block = inhibitors of human KCNH2 3.1 potassium channel isoform | hit rate 0.95% among 340,000 | activity change, % (tested at about 1.8 µM) | U2OS KCNH2 3.1, thallium flux FluxOr; hits give low values;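 active = maximum activity change below -70%; inconclusive = maximum activity change from -70% to -50%; inactive = maximum activity change above -50%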;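 note: thallium influx rate constant from kinetic fluorescence after stimulation buffer; % is set by controls: 0 for no effect and ±100 for the full control effect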
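FluxOr-based Tl+ influx in U2OS cells transduced with KCNH2 3.1 virus; rate constants normalized to DMSO controls.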
Rab9 prom act = activates the Rab9 promoter; Huh7 Rab9 promoter-luciferase reporter, luminescence, 24 h; Potency, µM (series often up to 9.22 µM), inactives show at the highest dose activation, negative = inhibition, most hits filed as activators; hit rate 2.8% among 320,000; note: potency is the fitted concentration of half-maximal effect; % of control where 0% means no effect; nearly all actives have a fitted effect of over 60% in size
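Huh7 cells stably carrying a Rab9 promoter-luciferase reporter, 1500 cells per well in OP-MEM I with 10% FBS, treated with compound 24 hours at 37C. Luciferase activity read by luminescence after 10 minutes with Amplite reagent.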
Gal4-VP16 FLuc = inhibits Gal4-VP16 luciferase reporter, ROR gamma counter-screen | Drosophila S2 Gal4-VP16 UAS-luciferase, luminescence, 20 h | Potency, µM (series often up to 53.6 µM), for inactives: at the top dose activity, negative = inhibition, hits mostly inhibitors | hit rate 3.5% among 310,000;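 note: Gal4-VP16 expression switched on by copper sulfate through the metallothionein promoter; potency is the fitted concentration of half-maximal effect; % is set by controls: 0 for no effect and ±100 for the full control effect; nearly all actives have a fitted effect of over 50% in size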
RORgamma inh = inhibitors of mouse ROR gamma transcriptional activity | P51450 | Drosophila S2 Gal4-RORgamma UAS-luciferase reporter, 20 h | Potency, µM (doses to about 53.6 µM), without a hit: at the highest dose activity change, negative = inhibition, most hits filed as inhibitors | hit rate 5.4% among 310,000 | AID 2551; note: potency is the fitted concentration of half-maximal effect; % is set by controls: 0 for no effect and ±100 for the full control effect; nearly all actives have a fitted effect of over 60% in size
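Read-out: Photinus luciferase luminescence; inhibitors lower reporter signal. Insect Schneider cells with Gal4-ROR gamma fusion under metallothionein promoter, UAS reporter; 700 uM final copper sulfate induction, 20 hr, ambient temperature.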
uPA generation = blocks generation of uPA at the cell surface. cell surface uPA generation assay, qHTS. Potency, µM (highest dose often 38.3 µM), inactives show at the highest dose activity change, negative = inhibition, usual class: inhibitors. hit rate 0.31% among 330,000. AID 540303; active = well fitted inhibition curve with a large enough effect; inconclusive = small, poorly fitted or top-dose-only effect; inactive = no such curve, though single readings can be large or run the other way; tested in mouse RAW 264.7 cells; note: potency is the fitted concentration of half-maximal effect; % is set by controls: 0 for no effect and ±100 for the full control effect; nearly all actives have a fitted effect of over 55% in size
Coupling enz = inhibits coupling enzyme system, counter-screen for aldolase hits. coupling enzyme system counterscreen, AmpLite Red fluorescence. activity change, negative = inhibition, % at 58.2 µM, hits read low. hit rate 0.67% among 290,000. AID 2472; in the data active = activity change below about -30%; note: % is set by controls: 0 for no effect and ±100 for the full control effect
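Fluorescence at 525 nm excitation and 598 nm emission measured inhibition of the coupled detection system without aldolase. Compounds (at 57.5 uM final) were preincubated 10 min at room temperature with coupling enzyme reagent before a 20 min substrate/AmpLite Red step.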
Tb PFK inh = T. brucei PFK enzyme inhibition. O15648. T. brucei PFK, ADP-Glo luminescence. Potency, µM (highest dose often 57.5 µM), without a hit: at the top dose activity, negative = inhibition, most hits filed as inhibitors. hit rate 0.17% among 330,000. AID 485367;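 note: potency is the fitted concentration of half-maximal effect; 0% = uninhibited 1x PFK enzyme wells and -100% = no-enzyme wells; nearly all actives have a fitted effect of over 60% in size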
Target sequence (O15648 whole entry, looked up): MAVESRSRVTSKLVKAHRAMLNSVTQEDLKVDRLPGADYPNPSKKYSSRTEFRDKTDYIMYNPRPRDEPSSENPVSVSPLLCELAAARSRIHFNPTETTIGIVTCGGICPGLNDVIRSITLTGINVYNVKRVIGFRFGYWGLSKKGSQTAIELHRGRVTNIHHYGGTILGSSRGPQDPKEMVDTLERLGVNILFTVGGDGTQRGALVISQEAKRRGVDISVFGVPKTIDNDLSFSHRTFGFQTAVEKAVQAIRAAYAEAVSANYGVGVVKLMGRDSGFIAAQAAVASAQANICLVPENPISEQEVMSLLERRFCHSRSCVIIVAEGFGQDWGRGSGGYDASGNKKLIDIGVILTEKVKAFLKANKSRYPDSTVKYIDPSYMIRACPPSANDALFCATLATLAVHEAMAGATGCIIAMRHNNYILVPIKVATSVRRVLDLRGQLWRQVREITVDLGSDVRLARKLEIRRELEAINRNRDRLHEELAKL
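Compounds were pin-transferred as a titration series up to 57 uM into substrate buffer (0.5 mM F6P, 0.1 mM ATP, pH 8.0), then 1.25 nM PFK was added and reactions ran 45 min before ADP-Glo detection.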
NPC1 promoter act = activators of NPC1 promoter; Huh7 NPC1 promoter luciferase reporter, 24 h; AID 485313; hit rate 2.4% among 320,000; Potency, µM (top dose mostly 9.22 µM), for the others: at the highest dose activation, most hits filed as activators;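 note: potency is the fitted concentration of half-maximal effect; % of control where 0% means no effect; nearly all actives have a fitted effect of over 60% in size; reporter is driven by a mutant NPC1 promoter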
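Stably transfected Huh7 (NPC1 promoter→luciferase), 1500 cells/well in Opti-MEM + 10% FBS, 2 h settle, then compound 24 h at 37 °C. Luminescence after 10 min with Amplite reagent.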
* hit, by the source's call; ? = inconclusive; . = not tested or not shown; [ ] = remark or other dose. Unless noted, calls come from the whole dose curve; as a rule, active = well fitted curve in the direction sought with a large enough effect; inconclusive = small, poorly fitted or top-dose-only effect, or another doubt; inactive = no such curve, though single readings can be large; an effect the other way counts as inactive or inconclusive.

Below each compound: Giardia killer	FLuc counter	ELG1 genotox	KCNH2 3.1 block	Rab9 prom act	Gal4-VP16 FLuc	RORgamma inh	uPA generation	Coupling enz	Tb PFK inh	NPC1 promoter act
Nc1c(C(=O)Nc2ccc(S(=O)(=O)N3CCCC3)cc2)sc2nc3cc4c(cc3cc12)CCC4
 : 1	-19%	?	5	-3%	-14%	-16%	-14%	-4	2%	2%
COc1ccc(C(=O)CCC(=O)NCCc2c[nH]c3ccccc23)cc1OC
 : 13	-2%	-5%	-9	-2%	-1%	23%	-6%	-1	-5%	0%
CCOC(=O)c1c(C)[nH]c(C(=O)COC(=O)CCC(=O)c2ccc3c(c2)OCCO3)c1C
 : 16	?	-1%	-8	0%	4%	?	-3%	1	2%	-3%
c1ccc2c(c1)nc(N1CCOCC1)c1nnnn12
 : -13	-8%	?	-2	9%	-13%	-37%	1%	0	-2%	0%
CC(NC(=O)C(=O)NN=C1CCC(C(C)(C)C)CC1)c1ccccc1 (stereo unspecified)
 : 6	1%	3%	12	3%	3%	-13%	4%	5	4%	-1%
COCCn1cnnc1SCC(=O)Nc1sccc1C(N)=O
 : -14	-2%	0%	2	1%	7%	14%	1%	0	0%	-2%
Cc1c(CCOC(=O)C23CC4CC(CC(C4)C2)C3)sc[n+]1CC#N
 : -2	-1%	-4%	1	4%	-12%	-2%	-8%	3	2%	-4%
COc1ccc(NC(=O)Nc2cc3oc4ccccc4c3cc2OC)cc1
 : -17	-1%	0%	-6	8%	-5%	29%	22%	1	0%	1%
COc1cc(OC)cc(C(=O)NCCn2ccc3ccccc32)c1
 : -27	-7%	-7%	1	6%	12%	29%	11%	1	-1%	12%
O=C(COC(=O)c1cc(=O)[nH]c2ccccc12)Nc1ccc(Cl)cn1
 : -13	5%	1%	-6	-3%	.	.	13%	.	-2%	-4%
CCOc1cc(N2CCOCC2)c(OCC)cc1NC(=O)COC(=O)/C=C/c1ccc(OC(F)F)cc1
 : 10	1%	0%	-22	1%	.	.	1%	.	1%	1%
COc1cc2c(cc1OC)CN(C(=O)Cc1c(F)cccc1Cl)CC2
 : 9	0%	-1%	9	0%	-7%	-13%	1%	0	1%	2%
CC(C)(C)NC(=O)NC(=O)COC(=O)c1ccc(OC(F)(F)F)cc1
 : 3	2%	-2%	-3	-2%	?	?	7%	0	10%	-1%
COc1cccc(NC(=O)CN(C)CC(=O)Nc2ccc(Br)cc2)c1
 : 2	-19%	-3%	?	0%	4%	8%	-3%	1	-3%	-7%
CC(C)OCCCn1c(=S)[nH]c2cc3c(cc2c1=O)OCO3
 : 9	0%	2%	-15	-3%	6.3µM*	4µM*	4%	1	3%	-2%
CCc1nc2nc(C)c(NS(=O)(=O)c3ccc(F)cc3)c(=O)n2[nH]1
 : -22	-3%	-1%	-1	-5%	-6%	1%	0%	-3	-2%	0%
O=C(Nc1cccc(N2C(=O)C3CCCCC3C2=O)c1)c1ccccc1 (stereo unspecified)
 : ?	19µM*	6%	9	-6%	1%	3%	-4%	.	1%	2%
COc1cccc(CN(C)C(=O)c2ccc3nccnc3c2)c1
 : 6	4%	-2%	-12	-5%	-10%	0%	4%	0	-1%	0%
CCC(CC)c1nnc(NC(=O)C2CCCO2)s1 (stereo unspecified)
 : -14	3%	-9%	-13	0%	0%[10 µM]	2%	3%	8	-6%	0%
O=C(Cn1cnc2scc(-c3ccccc3)c2c1=O)NCc1ccco1
 : -5	1%	-18%	-4	9%	-2%	26%	0%	2	-4%	-7%
CC1=C(C(=O)OC2CCCCCCC2)C(c2ccc(O)cc2)NC(=O)N1 (stereo unspecified)
 : -5	5%	5%	-7	1%	9%	52%	-5%	1	3%	-4%
COc1cccc(C2CCCN2Cc2nc(-c3sccc3C)oc2C)c1 (stereo unspecified)
 : -2	4%	-4%	-24	-13%	4%	28µM*	3%	-2	-1%	2%
COC(=O)Cn1c(=NC(=O)c2ccc(S(=O)(=O)N3CCc4ccccc4C3)cc2)sc2cc(OC)ccc21
 : -2	-2%	-2%	2	-19%	-1%	-21%	26%	3	0%	-4%
CCC(CC)c1nnc(NC(=O)CN2C(=O)NC3(CCCC3)C2=O)s1
 : 7	-1%	-2%	8	2%	-7%	?	15%	.	1%	0%
Cc1cc(C)nc(/N=C2\NC(=O)CC(C(=O)O)N2c2ccc(Oc3ccccc3)cc2)n1 (stereo unspecified)
 : -2	3%	-1%	0	-3%	-2%	-2%	0%	-2	1%	-1%
O=C(NNc1c(Cl)cc(Cl)cc1Cl)c1cccc([N+](=O)[O-])c1
 : 1	4%	-1%	-3	-8%	-32%	-3%[10 µM]	-7%	0	2%	0%
CCOC(=O)N1CCN(C(=O)c2cc3c(-c4cccc(OC)c4)nn(C)c3s2)CC1
 : 19	-4%	-6%	-3	-9%	-7%	?	0%	3	-13%	-2%
COc1ccc(NC2c3ccccc3C(=O)N2Cc2ccccc2Cl)cc1OC (stereo unspecified)
 : -10	-3%	5%	-3	-6%	9%	1%	0%	0	-5%	1%
COc1ccc(CNC(=O)c2ccc3c(=O)n(-c4ccccc4)c(=O)[nH]c3c2)cc1
 : 8	1%	6%	-1	2%	-6%	-32%	9%	0	4%	0%
OC(CN1CCN(c2ncc(C(F)(F)F)cc2Cl)CC1)c1ccccc1 (stereo unspecified)
 : -27	0%	-5%	?	4%	-11%	-17%	12%	-2	-9%	-2%
Cc1nn2c3c(cnc2c1-c1ccc(Cl)cc1)C(=O)CC(c1ccco1)C3 (stereo unspecified)
 : 13	2%	-3%	4	-1%	-3%	3%	2%	2	-1%	7%
C=CCC(NC(C)c1ccccc1)c1ccco1 (stereo unspecified)
 : 36[activator]	0%	-1%	1	5%	-6%	-16%	.	3	-6%	1%
CC(C)(C)c1ccc(NC(=O)C2CCCN(c3cnccn3)C2)cc1 (stereo unspecified)
 : 4	-7%	-2%	-10	-2%	?	23%	-13%	-8	0%	1%
Cn1c(CNC(=O)OC(C)(C)C)nnc1SCC(=O)N1CCOCC1
 : 9	-2%	-1%	9	-3%	-2%	-25%	4%	0	-4%	1%
CC(C)(C)c1ccc(S(=O)(=O)NCC(=O)Nc2ccc(-c3nc4ccccc4s3)cc2)cc1
 : -18	?	?	-4	27%	?	0%	-1%	6	1%	-2%
O=C(c1ccc(N2C(=O)C3C4c5ccccc5C(c5ccccc54)C3C2=O)cc1)N1CCOCC1 (stereo unspecified)
 : 50[activator]	-1%	1%	-12	0%	-8%	-28%	7%	2	-1%	0%
CCOc1cc(C2C(C(=O)OC)=C(C)N=C3SCCC(=O)N32)ccc1OC(C)=O (stereo unspecified)
 : -2	5%	5%	7	7%	-3%	-21%	-6%	0	8%	3%
COc1ccc2oc(=O)c(C(=O)NCc3ccco3)cc2c1
 : -1	?	?	5	16%	?	16%	4%	1	0%	6%
Cc1ccc(S(=O)(=O)Nc2nonc2C)cc1
 : 0	3%	1%	0	1%	-1%	-3%	-2%	3	5%	0%
Cc1nn(Cc2ccc(Cl)c(Cl)c2)c(C)c1NC(=O)c1noc2c1CCCCC2
 : -15	2%	2%	-12	-1%	?	?	.	1	-7%	18%
COC(=O)c1sccc1-c1ccc(/C=N/OCc2c(Cl)cccc2Cl)o1
 : 7	-3%	-1%	-2	4%	0%	1%	-4%	0	2%	2%
O=C(N/N=C/c1ccc([N+](=O)[O-])o1)c1cccc(S(=O)(=O)N2CCOCC2)c1
 : -26	-2%	-9%	5	-5%	-13%	-14%	-13%	-2	2%	-7%
Cc1ccc(S(=O)(=O)NCC(=O)N(CC(=O)NC2CCCCC2)Cc2ccco2)cc1
 : -6	6%	-7%	-2	0%	1%	2%	2%	5	-2%	-3%
